# Source: PubChem
# NCI-60 one-dose screen, 48 h, at 10 µM unless noted. Numbers give growth in % (100 = growth as untreated, 0 = no growth, -100 = all killed).
# M14 – M14 melanoma | 80,000 tested, 6.2% active
# HOP-92 – HOP-92 NSCLC cells; 71,000 tested, 6.3% active
# EKVX – EKVX NSCLC. 71,000 tested, 3% active. AID 1794765
# HOP-62 – HOP-62 NSCLC; AID 1794735; 80,000 tested, 3.9% active
# CCRF-CEM – CCRF-CEM leukemia; 77,000 tested, 7% active
# MDA-MB-435 – MDA-MB-435 melanoma; 82,000 tested, 7.8% active
# A549/ATCC – A549/ATCC NSCLC; AID 1794740; 81,000 tested, 3.7% active
# RPMI-8226 – RPMI-8226 leukemia cells. 77,000 tested, 7.5% active. AID 1794781
# * = called active by the depositor; nt = not tested or not shown; & = joins results of further samples. Rule for the calls: active = growth percent below 10; inactive = the rest. Not a hit list; 13% or so of the library scored in one or more.
entry	SMILES	HOP-92	A549/ATCC	RPMI-8226	CCRF-CEM	M14	MDA-MB-435	EKVX	HOP-62
1	O=C1CSC(c2ccc(Cl)cc2)N1CCc1cccs1 (stereo not drawn)	107	88	89	83	102	91	87	80
2	Cc1cc(-n2cc(-c3c(O)c(O)cc4c(O)c(-c5c(C)cc6c(-c7cn(-c8ccc(O)c(C)c8)nn7)c(O)c(O)cc6c5O)c(C)cc34)nn2)ccc1O	112	88	96	103	92	101	80	74
3	O=C1C=CC(=O)N1Cc1ccccc1	83	97	97	97	93	100	99	97
4	COCc1c([N+](=O)[O-])c(C)[nH]c(=O)c1C#N	95	104	80	45	103	119	106	86
5	Clc1cccc(N=Cc2ccc(Cl)cc2Cl)c1	100	94	67	73	80	103	104	77
6	Cn1c2c(c(=O)n(C)c1=O)NC1=C(C(=O)c3ccccc31)C1(C=C(O)c3ccccc31)N2 (stereo not drawn)	81	86	62	66	102	100	96	89
7	Cc1c(C(=O)Nc2ccc(Cl)cc2)sc(N)c1C#N	108	71	70	25	96	72	83	102
8	Oc1c2c(n3cccc13)=c1cc(Cl)ccc1=N2	98	95	87	88	104	108	86	91
9	Cc1cc(C)c([N+](=O)[O-])cc1N	83	80	84	79	101	108	101	84
10	CCOC(=O)C1(CCOC)CCCCC1=O (stereo not drawn)	105	97	104	108	101	112	104	103
11	O=C(NCCN1CCOCC1)OCc1ccc2c(Cl)cc(Cl)c(O)c2n1	77	57	56	48	55	66	90	48
12	CCCCSC1=C(Cl)CN(c2ccccc2)C1=O	96	104	78	117	103	108	98	111

# The final 5 records of the section before lead into the next:
entry	SMILES	HOP-92	A549/ATCC	RPMI-8226	CCRF-CEM	M14	MDA-MB-435	EKVX	HOP-62
8	Oc1c2c(n3cccc13)=c1cc(Cl)ccc1=N2	98	95	87	88	104	108	86	91
9	Cc1cc(C)c([N+](=O)[O-])cc1N	83	80	84	79	101	108	101	84
10	CCOC(=O)C1(CCOC)CCCCC1=O (stereo not drawn)	105	97	104	108	101	112	104	103
11	O=C(NCCN1CCOCC1)OCc1ccc2c(Cl)cc(Cl)c(O)c2n1	77	57	56	48	55	66	90	48
12	CCCCSC1=C(Cl)CN(c2ccccc2)C1=O	96	104	78	117	103	108	98	111
13	CC(C)(C)C(=O)C(Oc1ccc(Cl)cc1)n1ccnc1 (stereo not drawn)	83	92	80	90	103	97	81	nt
14	COc1cc2c(cc1NC(=O)CCCN1C(=O)c3ccccc3C1=O)oc1ccccc12	105	98	76	nt	100	103	nt	106
15	CN(C)CCCCC(C(=O)CBr)(c1ccccc1)c1ccccc1	-12*	50	nt	5.7*	19	36	49	52
16	O=[N+]([O-])c1ccccc1Sc1ccccc1	76&93	103&99	97&100	102&97	100&94	116&99	114&97	109&92
17	COc1ccc(/C=C2\N=C(c3ccccc3)N(c3cc(OC)c(OC)cc3C(=O)n3nc(C)cc3C)C2=O)cc1	nt	99	102	115	113	108	nt	103
18	Cc1ccc(NC(=O)[C@H]2C[C@@H]2CN2CCN(C)CC2)cc1Nc1nccc(-c2cccnc2)n1	94	102	107	117	105	102	104	100
19	CNC(=O)c1c(NC(=O)c2cccc(C(F)(F)F)c2)sc2c1CCC(=O)C2	nt	14	-33*	-0.8*	-11*	4.4*	4.3*	14
20	O=C(C1CCC1)N1N=C(c2ccc(-n3ccc(C(F)(F)F)n3)cc2)CC1c1ccc[nH]1 (stereo not drawn)	130	89	63	90	93	100	90	108
21	COc1ccc(N=Cc2ccccc2O)cc1	107	91	93	nt	111	98	94	95
22	NC(=O)CC[C@H](N)C(=O)O	93	94&99	106&101	92&100	104&110	104&101	107&100	108
23	c1ccc(OC(c2ccccc2)(c2ccccc2)c2ccccc2)cc1	73	82	67	80	88	102	68	95
24	CCCCC(CC)C(=S)N1CCOCC1 (stereo not drawn)	105	98	111	102	104	106	102	93

# Next section.
entry	SMILES	HOP-92	A549/ATCC	RPMI-8226	CCRF-CEM	M14	MDA-MB-435	EKVX	HOP-62
25	COc1ccc(-c2nn(-c3ccccc3)cc2/C=C2/SC(=S)N(C)C2=O)cc1	75	37	90	50	97	85	74	25
26	Nc1nc2c(c3cnccc13)C(c1ccc(Cl)c(Cl)c1)Cc1cnccc1-2 (stereo not drawn)	-45*	-25*	-5.5*	3.3*	-44*	-53*	5.7*	nt
27	Cc1cc(N(CCNc2ccnc3cc(Cl)ccc23)Cc2ccc3c(c2)OCO3)nc(N2CCCC2)n1	60	8.4*	-27*	-0.5*	-78*	-70*	36	-26*
28	COC(=O)[C@H](c1ccccc1)N(C1CCN(C(=O)OC(C)(C)C)CC1)S(=O)(=O)NC(=O)OC(C)(C)C	67	102	84	79	95	119	108	90
29	N#C/C(=C\c1cccs1)C(=O)Nc1ncc(Cc2ccccc2Cl)s1	84	87	86	95	81	47	93	81
30	CC[N+]1(CC(=O)c2ccc(Cl)cc2)CCCCC1	103	104	107	112	101	104	98	87
31	O=C(O)c1cc(Cl)ccc1NS(=O)(=O)c1ccccc1	nt	108	99	98	107	107	nt	102
32	CCCN(CCC)CC(O)c1cc2cc(C(F)(F)F)cc(C(F)(F)F)c2c2ccccc12 (stereo not drawn)	56	80	74	105	106	93	85	106
33	CC(C)(C)OC(=O)N1CCc2c(sc3ncnc(Nc4ccc(NC(=O)Nc5ccccc5)cc4)c23)C1	73	86	95	72	90	104	98	75
34	COC(=O)c1nc(-c2ccc(C)cc2)oc1S(=O)(=O)N1CCN(c2oc(-c3ccccc3)nc2C#N)CC1	106	102	98	40	74	102	106	112
35	CNC(=O)c1cc(Oc2ccc(CC(=O)Nc3cc(C(C)(C)C)cn3C)cc2)ccn1	84	69	53	74	85	66	76	56
36	O=C(c1ccc(Nc2ccc3c(c2)OCO3)c([N+](=O)[O-])c1)N1CCOCC1	nt	115	100	97	101	100	85	87

# Next part
entry	SMILES	HOP-92	A549/ATCC	RPMI-8226	CCRF-CEM	M14	MDA-MB-435	EKVX	HOP-62
37	Cc1ccccc1[C@H]1C(C(=O)c2ccc(Cl)cc2)C2(N[C@@H]1c1ccccc1)C(=O)Nc1ccc(Cl)cc12 (stereo partly drawn)	-44*	-29*	-12*	-15*	-78*	-35*	-21*	-64*
38	COc1ccc2c(c1)c(-c1cc(N)n3nc(-c4c[nH]c5ccccc45)cc3n1)cn2C	-67*	-88*	-9.1*	-25*	-71*	-74*	-80*	-71*
39	N#Cc1nc(-c2ccccc2)oc1N1CCC(C2(C(F)(F)F)N=N2)CC1	90	100	97	102	102	101	92	113
40	CN(C)CCCNc1nc(-c2cccc(C(Cl)(Cl)Cl)c2)nc(C(Cl)(Cl)Cl)n1	53	105	99	98	102	105	104	111
41	O=c1[nH]c2ccccc2[nH]1	94	100	105	104	106	108	106	111
42	CC1(C)C(N)=Nc2cc(OCCCCN3Cc4ccccc4C3)c(OCC3CC3)cc21	103	79	100	99	-53*	72	79	86
43	O=[N+]([O-])C1C(c2ccccc2)C12c1ccccc1-c1ccccc12 (stereo not drawn)	-3.9*	8.6*	-17*	-12*	-10*	-23*	78	34
44	Cc1cc2c(c(C)c1Cl)C(=O)/C(=C/c1cccc([N+](=O)[O-])c1)O2	114	90	108	102	99	100	98	107
45	COC(=O)n1c(C)nn(-c2cc(N(S(=O)OC)S(=O)OC)c(Cl)cc2Cl)c1=O (stereo not drawn)	117	110	nt	107	105	118	121	100
46	CCOC(=O)CSC1=C(C)C(=O)c2ccccc2C1=O	106	108	92	85	106	109	89	104
47	CN(C)c1ccc(/C=C2\C(=N)N=C(SCc3nc4ccccc4[nH]3)NC2=O)cc1	nt	119	97	102	100	107	100	108
48	CCOC(=O)CC(=O)OC	96	101	97	98	96	110	99	102

# Remaining list, next part.
entry	SMILES	HOP-92	A549/ATCC	RPMI-8226	CCRF-CEM	M14	MDA-MB-435	EKVX	HOP-62
49	O=C(c1ccccc1)C(c1ccccc1)[n+]1ccccc1 (stereo not drawn)	109	93	108	101	105	104	97	94
50	N#Cc1nnc2cc(-c3ccccc3)nn2c1-c1cccs1	71	103	84	70	102	108	56	71
51	COc1ccc(-c2nnc(Nc3ccc(C)cc3C)o2)cc1OC	111	103	96	108	110	104	nt	100
52	CC(=O)c1ccc(NC(=O)CS(=O)(=O)c2ccccc2)cc1	99	104	109	108	102	106	100	101
53	OC(Cc1ccccn1)(c1ccccc1)c1ccccc1	nt	92	109	115	97	97	104	90
54	CCOC(=O)c1sc2ccc(N)cc2c1NC(=O)c1ccc(C)cc1	84	103	97	93	112	103	nt	85
55	CC1=C2C[C@H](C3(N)CC4(CC4)NC3=O)[C@H](O)C[C@@]2(C)CCC1 (stereo partly drawn)	84	94	99	94	102	106	nt	109
56	COc1cccc(NC(=O)c2sc3nc4c(cc3c2N)CN(Cc2ccccc2)CC4)c1	42	62	73	61	68	4.3*	nt	31
57	Cc1cc2c(cc1C)NC(=O)C(C)CN2 (stereo not drawn)	116	101	102	102	108	108	98	107
58	OC(CN(Cc1ccccc1)Cc1ccccc1)c1ccccc1 (stereo not drawn)	87	83&101	119&93	124&100	106&94	108&101	101&89	119&92
59	COc1cc(/C=C/C(=O)/C=C(O)/C=C/c2ccc(OC(=O)c3csc4ccccc34)c(OC)c2)ccc1OC(=O)c1csc2ccccc12	112	107	116	112	104	101	103	99
60	CCc1c(C(=O)Nc2ccc(CN(C)C)cc2)[nH]c(C)c1C(C)=O	94	88	98	87	104	107	98	101

# Continued:
entry	SMILES	HOP-92	A549/ATCC	RPMI-8226	CCRF-CEM	M14	MDA-MB-435	EKVX	HOP-62
61	CCOC(=O)C(CO)(NC(C)=O)C(=O)OCC	120	92	104	111	102	108	96	95
62	CC1(C)CC[C@]2(CN)CC[C@]3(C)C(=CC[C@@H]4[C@@]5(C)CCCNC(C)(C)[C@@H]5CC[C@]43C)[C@H]2C1	81	92	81	79	nt	97	96	94
63	CCOC(=O)c1cc(C#N)n2ccc3ccccc3c12	93	99	111	99	108	99	91	105
64	CC(=O)OCC1SC(OC(C)=O)C(NC(=O)/C=C/CCl)C(OC(C)=O)C1OC(C)=O (stereo not drawn)	105	89	95	84	94	101	102	117
65	C1=C(C2=CCCc3ccccc32)c2ccccc2CC1	nt	105	95	75	102	114	110	99
66	COc1cc(OC)c(OC)cc1CNNc1ncnc2ccccc12	98	107	109	105	96	95	89	91
67	Cn1ccc2cc(NC(=O)Cn3cc(-c4ccccc4)nn3)ccc21	101	99	108	102	111	99	109	110
68	O=C(NCc1ccc(F)cc1)c1cccc(S(=O)(=O)N2CCCC2)c1	nt	101	88	98	104	100	101	107
69	COc1ccc2nc(N)ccc2c1	82	108	95	91	103	115	110	102
70	N#Cc1c(-c2cccc3ccccc23)cc(-c2cccc(OCC(=O)O)c2)[nH]c1=O	99	95	97	97	94	101	94	105
71	Cc1nnc(NC/C=C/c2ccccc2)s1	91&91	101&101	118&102	113	104&101	108&110	101	111&89
72	O=C(NNc1ccc(-c2ccccc2)nn1)Nc1ccc(Cl)cc1	80	103	105	115	98	104	94	101

# Record cards (already shown). Order of screens: HOP-92 | A549/ATCC | RPMI-8226 | CCRF-CEM | M14 | MDA-MB-435 | EKVX | HOP-62
# Results for CC1(C)CC[C@]2(CN)CC[C@]3(C)C(=CC[C@@H]4[C@@]5(C)CCCNC(C)(C)[C@@H]5CC[C@]43C)[C@H]2C1 = 81 | 92 | 81 | 79 | nt | 97 | 96 | 94
# Results for C1=C(C2=CCCc3ccccc32)c2ccccc2CC1 = nt | 105 | 95 | 75 | 102 | 114 | 110 | 99
# Results for CCOC(=O)c1cc(C#N)n2ccc3ccccc3c12 = 93 | 99 | 111 | 99 | 108 | 99 | 91 | 105

# Remaining list, next part
entry	SMILES	HOP-92	A549/ATCC	RPMI-8226	CCRF-CEM	M14	MDA-MB-435	EKVX	HOP-62
73	O=C(NNc1ccc([N+](=O)[O-])cn1)Nc1cccc([N+](=O)[O-])c1	nt	110	103	100	105	110	121	86
74	CC(=O)Nc1nonc1-c1nc2ccccc2n1Cc1cccc(C(F)(F)F)c1	68	97	92	100	99	11	nt	79
75	c1cnc2ccc3ncccc3c2c1	nt	90	nt	99	100	129	101	83
76	C#CCOc1ccc(C2=NN(CCCCC)C3N=C(Cl)c4ncn(CCCCC)c4N23)cc1OCC#C (stereo not drawn)	93	89	84	86	94	97	91	94
77	COc1cccc(-c2nc3sccn3c2-c2ccnc(NCCNC(=O)Nc3ccccc3)n2)c1	71	101	56	44	99	97	113	129
78	CC(=O)CC(c1cccs1)c1c(C)[nH]c2ccccc12 (stereo not drawn)	99	97	102	100	94	102	97	93
79	COc1ccc(-n2c(-c3ccccc3)c(-c3ccccc3)c3c(SCC(=O)N/N=C/c4ccc(Cl)cc4)ncnc32)cc1	67	93	87	93	99	99	87	86
80	CCCn1c2cc(OCc3cn(-c4ccc(Br)cc4)nn3)ccc2c2ccnc(C)c21	60	54	33	13	67	85	83	64
81	Cc1ccc(C(F)(F)F)cc1N1CCN(C(=O)C23CC(c4cccc(C(F)(F)F)c4)(C2)C3)CC1	75	82	61	72	80	81	69	98
82	CC(C)(OC(=O)c1ccccc1)C(Br)CBr (stereo not drawn)	113	77	93	106	106	nt	95	86
83	C[N+]1(CCC[N+]2(C)CCCCCCC2)CCCCCCC1	97	101	nt	100	109	92	88	109
84	CCNC(=O)COc1ccc(Br)cc1Br	61	85	86	93	103	106	45	100

# (further entries)
entry	SMILES	HOP-92	A549/ATCC	RPMI-8226	CCRF-CEM	M14	MDA-MB-435	EKVX	HOP-62
85	O=C(C1CC=CCC1)N1CCCCCC1 (stereo not drawn)	79	106	105	104	106	110	98	108
86	CCOC(=O)C(/C=N\C(=S)Nc1ccc(OCC)cc1)=C(/O)c1ccccc1	96	103	104	102	103	107	105	103
87	CCOC(=O)N1CCN(CC(=O)Nc2c(C)cccc2C)CC1	nt	97	109	109	95	99	96	97
88	Cc1cc2nc(-c3ccccn3)c(-c3ccccn3)nc2cc1C	92	105	78	100	99	104	115	100
89	O=C(/C=C/c1cn(-c2ccccc2)nc1-c1ccc(F)cc1)OCc1cn(-c2cccc([N+](=O)[O-])c2)nn1	nt	66	81	73	98	106	92	94
